# LGR2 antag: Drosophila LGR2 receptor signaling inhibition; HEK293 LGR2, CRE-luciferase, bursicon-stimulated, 4 h; 380,000 compounds, 0.35% hits; AID 720647; inhibition, % at 9.99 µM;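 active = drop in luminescence signal, shown as inhibition above about 50% in the replicate tests, limit read from the data, passing the limit was not always enough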;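 also: agonist challenge used bursicon conditioned medium at about half maximal strength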
# PAX8 inh HTS: lowers PAX8-driven luciferase in RMG-I cells. 360,000 compounds, 1.2% hits. RMG-I TPO-luciferase reporter, SteadyGlo, 24 h. inhibition, % at 12.6 µM;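 active = mean replicate inhibition at least 60% with every replicate also reaching 60%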;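 also: luciferase light reporting Pax8 driven TPO promoter activity; plate controls were median of neutral control wells for no effect and mitoxantrone controls for full effect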
# PGC1a acetyl inh: modulators of PGC1a acetylation. 350,000 compounds, 0.17% hits. U2OS PGC1a acetylation, AlphaScreen anti-acetyl-lysine; with virally co-expressed GCN5 acetyltransferase. inhibition, % at 15.6 µM. AID 651687;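 active = every replicate shows inhibition of at least 40%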;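 also: 0% = neutral control wells and 100% = positive control wells; some results beyond the cut were filed as inactive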
# PglD inh: blocks C. jejuni PglD acetyltransferase activity. purified PglD enzyme, DTNB colorimetric CoA detection. inhibition, % at 12.5 µM. 360,000 compounds, 0.098% hits. AID 602405; in the data active = inhibition above about 16%, passing the limit was not always enough; also: strong numbers were not always called active
# FN deposit inh: fibronectin deposition inhibition; AH1F fibroblasts, Alexa488-fibronectin deposition fluorescence, overnight; 350,000 compounds, 0.086% hits; AID 743247; inhibition, % at 12.6 µM;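 active = mean inhibition across replicates of 30% or more, regardless of how many single replicates reach that level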;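 also: positive control wells lacked labelled fibronectin entirely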
#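 material = AH1F fibroblast monolayer depositing Alexa488-labelled fibronectin into matrix | amount = 10000 AH1F cells/well | buffer or medium = DMEM plus 2% serum, read in PBS | incubation = 1 h cell adhesion before compound, then overnight fibronectin incubation | detection = fluorescence at 485 nm excitation, 525 nm emission | evaluation = percent inhibition as loss of matrix-bound fibronectin fluorescence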
# S100A4 inh HTS: S100A4-myosin IIA interaction inhibition | P26447 | S100A4/TAMRA-MyoIIA peptide fluorescence polarization | inhibition, % at 10.7 µM | 360,000 compounds, 0.14% hits;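 active = mean inhibition of at least 70% across replicates, with every replicate also reaching that level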
# Target sequence (P26447 whole entry, looked up): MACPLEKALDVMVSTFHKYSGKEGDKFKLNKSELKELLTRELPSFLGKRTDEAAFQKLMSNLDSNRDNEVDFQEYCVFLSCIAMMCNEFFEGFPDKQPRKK
#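 assay system = human S100A4 monomer with TAMRA-labelled myosin IIA peptide | also added = labelled myosin peptide probe, 5 nM | incubation = 5 min between mix addition and reading | control set = DMSO and TFP controls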
# EWS-Fli block: EWS/Fli transcriptional activity inhibition | inhibition, % at 12.6 µM | A673 NR0B1-luciferase reporter, viability-normalised | 350,000 compounds, 0.67% hits | AID 651661;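 active = mean inhibition of at least 50% after viability correction, with every replicate also passing that limit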;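 also: firefly luciferase signal divided by Alamar Blue viability fluorescence both relative to DMSO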
# ERAP1 HTS inh: inhibitors of human ERAP1 aminopeptidase | Q9NZ08 | 340,000 compounds, 0.15% hits | inhibition, % at 10.7 µM | recombinant ERAP1, Leu-AMC fluorescence, 60 min | AID 652197;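 active = mean replicate inhibition of at least 30%, or all replicates individually reaching that 30% level; inactive = mean below 30% and not every replicate reaching it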;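 also: 0% = neutral control wells and 100% = L-leucinethiol positive control wells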
# Target sequence (Q9NZ08 whole entry, looked up): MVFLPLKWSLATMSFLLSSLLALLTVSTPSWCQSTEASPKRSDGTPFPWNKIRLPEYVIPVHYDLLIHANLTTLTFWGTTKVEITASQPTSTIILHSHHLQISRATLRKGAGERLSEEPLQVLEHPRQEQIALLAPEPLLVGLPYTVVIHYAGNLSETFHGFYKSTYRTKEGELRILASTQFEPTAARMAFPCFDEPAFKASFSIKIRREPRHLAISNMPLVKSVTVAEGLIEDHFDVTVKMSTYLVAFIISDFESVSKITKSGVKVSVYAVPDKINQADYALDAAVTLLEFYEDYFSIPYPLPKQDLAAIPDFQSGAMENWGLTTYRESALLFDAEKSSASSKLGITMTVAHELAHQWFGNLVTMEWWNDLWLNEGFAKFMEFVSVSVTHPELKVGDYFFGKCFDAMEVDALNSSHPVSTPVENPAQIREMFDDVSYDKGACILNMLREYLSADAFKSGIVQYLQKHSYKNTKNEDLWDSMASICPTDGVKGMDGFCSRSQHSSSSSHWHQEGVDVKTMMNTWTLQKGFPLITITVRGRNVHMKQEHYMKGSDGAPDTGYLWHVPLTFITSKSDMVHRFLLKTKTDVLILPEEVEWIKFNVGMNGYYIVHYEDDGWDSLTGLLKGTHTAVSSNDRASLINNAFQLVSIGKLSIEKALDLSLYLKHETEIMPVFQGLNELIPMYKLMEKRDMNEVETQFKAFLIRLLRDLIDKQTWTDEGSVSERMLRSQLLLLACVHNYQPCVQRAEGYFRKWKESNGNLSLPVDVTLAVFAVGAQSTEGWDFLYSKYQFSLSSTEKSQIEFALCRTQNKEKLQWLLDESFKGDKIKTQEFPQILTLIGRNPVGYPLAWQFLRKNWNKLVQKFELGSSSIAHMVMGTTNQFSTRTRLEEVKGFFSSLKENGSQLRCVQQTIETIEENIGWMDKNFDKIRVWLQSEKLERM
# Numbers without * were called inactive; · = no result given.
(1) O=C(c1cccnc1)N1CC2(C1)[C@H](c1ccccc1)[C@@H](CO)N2Cc1ccccc1
(2) C[C@@H]1CCCCO[C@@H](CN(C)Cc2ccccc2)[C@H](C)CN([C@@H](C)CO)C(=O)c2cc(NC(=O)Nc3cccc4ccccc34)ccc2O1
(3) Cc1ccc(CNC(=O)c2ccc(NS(=O)(=O)c3cccs3)cc2)cc1
(4) Cn1c(NCCN2CCCC2)nc2cc(-c3ccsc3)sc2c1=O
(5) Cc1cccnc1C(NC(=O)C1CCN(CCOc2ccc(F)cc2)CC1)c1ccc(F)cc1 (stereo unspecified)
(6) CCc1ccccc1N1CC23C=CC(O2)C(C(=O)OC)C3C1=O (stereo unspecified)
(7) CCOC(=O)Nc1sc(C(=O)N(CC)CC)c(C)c1C(=O)OCC
(8) O=C(Nc1cccc(Cl)c1)C1CCCN(C2=NS(=O)(=O)c3ccccc32)C1 (stereo unspecified)

compound no.	1	2	3	4	5	6	7	8
LGR2 antag	-29.0	13.9	0.9	6.0	-4.9	6.6	·	13.7
PAX8 inh HTS	·	53.2	14.2	-18.4	8.8	-7.3	-4.0	20.0
PGC1a acetyl inh	-0.1	6.5	·	-6.2	·	·	-7.6	·
PglD inh	·	-1.1	3.7	0.5	-2.8	-6.3	-3.1	·
FN deposit inh	-8.4	6.9	-3.7	10.4	-5.7	-0.1	8.1	-0.4
S100A4 inh HTS	-47.2	-23.7	-11.1	-6.3	0.3	5.0	·	0.6
EWS-Fli block	1.3	25.8	5.4	-12.1	-0.4	-1.8	·	12.8
ERAP1 HTS inh	-1.7	-1.4	-0.2	3.3	3.8	-0.6	·	-4.4

(9) CC(C)(C)OC(=O)C[C@@H]1C/C=C\C[C@@H](CC(=O)NCCO)C(=O)N2CCC[C@H]2COC1=O
(10) CC(C)=CC(=O)OCC(=O)Nc1cc(C)cc(C)c1
(11) CCn1c(CNS(=O)(=O)c2ccc(Br)cc2)n[nH]c1=S
(12) CC(C)c1nnc(NC(=O)CCC(=O)N2CCN(c3ccc(F)cc3)CC2)s1
(13) CCOC(=O)C1=CN(Cc2cccc(F)c2)S(=O)(=O)N(C)C1c1ccc(F)c(Cl)c1 (stereo unspecified)
(14) CCCN(CC(=O)Nc1ccccc1C)C(=O)COC(=O)c1cnc(C)cn1
(15) C[C@@H]1CN([C@H](C)CO)C(=O)c2cc(NC(=O)c3ccncc3)ccc2O[C@@H](C)CCCCO[C@H]1CN(C)C(=O)c1ccccc1
(16) CCOC(=O)/C=C/C(=O)Nc1ccc(S(=O)(=O)Nc2cc(C)on2)cc1

compound no.	9	10	11	12	13	14	15	16
LGR2 antag	6.5	0.0	-14.7	25.4	9.9	4.8	-1.0	6.6
PAX8 inh HTS	0.9	6.1	-8.7	-2.9	-2.8	-0.5	12.6	8.0
PGC1a acetyl inh	-3.4	·	-2.3	·	·	-2.9	-0.6	6.5
PglD inh	4.1	-4.1	-3.7	·	0.4	4.2	·	-2.1
FN deposit inh	-1.9	-0.3	2.8	-1.0	-0.5	4.9	·	-3.1
S100A4 inh HTS	1.8	-8.3	-2.4	0.6	4.4	-8.4	·	-7.1
EWS-Fli block	-1.8	-6.2	2.0	·	7.6	1.7	3.3	-1.2
ERAP1 HTS inh	·	-1.4	-0.9	5.5	1.5	2.2	·	1.1

(17) CCc1ccccc1NC(=O)CCS(=O)(=O)c1ccc2c(c1)CCCN2C(C)=O
(18) COc1cc2ccccc2cc1C(=O)Nc1ccncc1
(19) COCC(=O)N1CCCCN2[C@@H](CO)[C@H](c3ccc(C#Cc4ccccc4)cc3)[C@@H]2C1
(20) C[C@@H]1CN([C@@H](C)CO)C(=O)c2cccc(NC(=O)Nc3ccc(F)cc3)c2O[C@@H]1CN(C)Cc1ccc(Cl)c(Cl)c1
(21) c1ccn2cc(-c3ccc4c(c3)OCCO4)nc2c1
(22) C[C@H](CO)N1C[C@H](C)[C@H](CN(C)C(=O)Nc2ccccc2)OCCCC[C@H](C)Oc2ccc(NC(=O)Cc3ccccc3)cc2C1=O
(23) C[C@@H]1CN([C@H](C)CO)C(=O)Cc2cc(NC(=O)Nc3ccc(C(F)(F)F)cc3)ccc2O[C@H]1CN(C)Cc1ccc(Cl)c(Cl)c1
(24) CCCCOCC1CN(CCCC)S(=O)(=O)c2c(cccc2N(C)S(=O)(=O)c2ccc(C)cc2)O1 (stereo unspecified)

compound no.	17	18	19	20	21	22	23	24
LGR2 antag	-1.6	-59.9	17.9	1.9	90.6*	18.0	1.0	39.5
PAX8 inh HTS	-1.8	·	-8.7	·	55.9	2.0	-10.0	22.6
PGC1a acetyl inh	-6.9	-3.0	2.7	27.9	5.3	-5.3	1.7	·
PglD inh	0.2	4.9	-1.3	-1.2	·	2.7	2.1	·
FN deposit inh	13.2	0.7	·	·	-7.0	-3.0	-1.1	3.9
S100A4 inh HTS	3.6	-1.8	19.8	-1.3	-13.5	6.4	5.4	0.3
EWS-Fli block	1.1	-51.2	0.9	-15.9	54.1*	1.0	-8.8	2.9
ERAP1 HTS inh	-1.6	0.2	-2.4	0.6	1.2	0.5	0.2	·

(25) C[C@@H]1CN([C@@H](C)CO)C(=O)c2cccc(NC(=O)c3cnccn3)c2O[C@@H]1CN(C)C(=O)Nc1ccc(C(F)(F)F)cc1
(26) c1ccc(CCNc2cc(-c3ccc4ccccc4c3)nc3ccnn23)nc1
(27) Cc1ccc(NC(=O)Cc2ncon2)cc1Cl
(28) Cc1sc2ncnc(Sc3nnnn3-c3ccc(Cl)cc3)c2c1C
(29) CCNC(=O)C[C@@H]1CC[C@@H]2[C@@H](COc3ccc(NC(=O)c4cc(C)on4)cc3C(=O)N2C)O1
(30) COc1ccccc1C(=O)NC1CC2CCCC(C1)N2Cc1ccccc1 (stereo unspecified)
(31) C[C@@]12CCC3[C@@](CC[C@@H]4[C@](C)(C(=O)O)CCC[C@@]34C)(C[C@H]1O)C2 (stereo partly specified)
(32) CN(C)c1ccc(/C=[N+](\[O-])C2N(c3ccccc3)C(=S)SC2(C)C)cc1 (stereo unspecified)

compound no.	25	26	27	28	29	30	31	32
LGR2 antag	-6.5	-28.1	-8.8	·	4.2	8.3	8.0	-24.0
PAX8 inh HTS	25.9	-11.5	-16.0	75.1*	-3.9	2.5	-1.8	-3.4
PGC1a acetyl inh	0.7	10.3	·	13.3	6.3	·	·	-26.5
PglD inh	-3.7	0.0	·	4.8	-1.3	0.4	4.1	-2.4
FN deposit inh	8.3	-5.7	2.8	-2.8	-12.6	11.9	0.2	0.0
S100A4 inh HTS	9.8	3.1	-2.9	·	8.5	-1.2	-4.0	1.7
EWS-Fli block	0.8	-10.5	-25.1	·	7.6	3.1	10.1	4.3
ERAP1 HTS inh	-1.6	-0.1	2.5	·	-2.0	0.4	-1.6	-2.4

(33) CN(CC(=O)Nc1ccc(F)cc1)C(=O)CN1C(=O)NC(CCc2ccccc2)C1=O (stereo unspecified)
(34) CS(=O)(=O)Nc1ccc(C(=O)Nc2ccc3c(c2)OCO3)cc1
(35) O=C1O[C@@H](c2ccccc2)[C@@H](c2ccccc2)N2[C@@H](c3ccc(OCCO)cc3)[C@]3(C(=O)Nc4ccccc43)[C@@H](C(=O)Nc3nc4ccccc4s3)[C@H]12
(36) C[C@]12c3[nH]c4ccccc4c3CCN1C(=O)C(CC(=O)NCCc1ccccn1)C[C@@H]2C(=O)N1CCCCC1 (stereo partly specified)
(37) O=C(COc1ccccc1-c1ccccc1)NCc1cccc(Cl)c1
(38) COCC(=O)N(C)C[C@@H]1Oc2ncc(-c3ccc(C#N)cc3)cc2C(=O)N([C@H](C)CO)C[C@H]1C
(39) C/C=C/c1ccc2c(c1)O[C@H](CN(C)Cc1cccc(F)c1)[C@@H](C)CN([C@@H](C)CO)S2(=O)=O
(40) COc1ccc(-c2nn(CCC(=O)O)cc2/C=N/NC(N)=S)cc1

compound no.	33	34	35	36	37	38	39	40
LGR2 antag	9.3	-19.4	·	-8.0	-0.6	-3.9	27.3	-2.9
PAX8 inh HTS	8.2	-72.6	-4.3	5.6	29.5	-30.6	·	-1.8
PGC1a acetyl inh	-7.7	6.7	·	-1.9	-10.7	9.0	-3.6	4.2
PglD inh	-4.7	·	·	-2.3	-6.6	-2.8	-1.2	1.6
FN deposit inh	3.4	10.9	·	-3.7	0.8	-5.0	-14.4	-19.2
S100A4 inh HTS	4.0	3.6	3.6	-12.0	0.0	2.9	23.5	0.9
EWS-Fli block	3.3	-54.3	-14.3	-4.8	9.7	-19.8	10.5	-0.4
ERAP1 HTS inh	4.0	-6.4	3.2	-2.0	-1.7	-3.7	0.9	4.3

# Ordered by the number under ERAP1 HTS inh (falling): some entries from above
no. | molecule | LGR2 antag | PGC1a acetyl inh | PglD inh | S100A4 inh HTS | ERAP1 HTS inh
37 | O=C(COc1ccccc1-c1ccccc1)NCc1cccc(Cl)c1 | -0.6 | -10.7 | -6.6 | 0.0 | -1.7
36 | C[C@]12c3[nH]c4ccccc4c3CCN1C(=O)C(CC(=O)NCCc1ccccn1)C[C@@H]2C(=O)N1CCCCC1 (stereo partly specified) | -8.0 | -1.9 | -2.3 | -12.0 | -2.0
34 | CS(=O)(=O)Nc1ccc(C(=O)Nc2ccc3c(c2)OCO3)cc1 | -19.4 | 6.7 | · | 3.6 | -6.4

# Next part:
(41) COCCCNC(=O)CN(c1cc(Cl)ccc1OC)S(=O)(=O)c1ccc(C)c([N+](=O)[O-])c1
(42) CCCNC(=O)C[C@@H]1CC[C@@H]2[C@@H](COc3ccc(NC(=O)NCC)cc3C(=O)N2C)O1
(43) CCOc1cc(/C=N\Nc2ncc(F)c(N3CCOCC3)n2)ccc1Oc1nc(Cl)ncc1F
(44) Cn1cc(C(=O)C(=O)NC2CC2)c2ccccc21
(45) COc1cc(CCC(=O)OCC(=O)Nc2cccc(S(N)(=O)=O)c2)cc(OC)c1OC
(46) CCOC(=O)N1CCN(C(=O)CCC2CCCC2)CC1
(47) CC1(c2nnnn2-c2ccc3c(c2)OCCO3)CCC(=O)N1CCc1ccc(O)cc1 (stereo unspecified)
(48) O=C(Nc1ccon1)Nc1ccc(F)cc1F

compound no.	41	42	43	44	45	46	47	48
LGR2 antag	12.9	-9.9	0.1	11.2	·	1.4	13.6	-6.1
PAX8 inh HTS	12.3	-11.4	2.2	-6.5	-12.3	9.7	-17.4	-6.5
PGC1a acetyl inh	-8.5	-1.0	-10.7	11.8	·	5.9	·	·
PglD inh	·	-2.5	·	-1.3	·	·	·	-5.2
FN deposit inh	8.9	-9.4	4.2	-4.7	4.6	5.0	-2.2	3.9
S100A4 inh HTS	3.0	-1.1	-2.1	-5.6	-0.5	1.2	-4.5	-1.7
EWS-Fli block	-8.1	4.9	19.9	-5.5	1.6	-2.9	-17.7	1.0
ERAP1 HTS inh	0.9	-0.1	·	0.8	-7.8	-1.4	2.6	-0.7

(49) Cc1cc(C)c(S(=O)(=O)N2CCCC2=O)c(C)c1N(C)S(C)(=O)=O
(50) COC(=O)[C@H]1[C@H](CO)[C@H]2Cn3c(ccc(-c4ccccc4)c3=O)[C@H]2N1CC1CCCCC1
(51) O=C(COC(=O)Cn1nnc2ccccc21)NC1CCCC1
(52) S=C(NCCNC(=S)Nc1ccccc1)Nc1ccccc1
(53) O=C1OCCN1C(=O)[C@H]1[C@H](c2ccc(F)cc2)C(c2ccccc2)=NN1c1ccccc1

compound no.	49	50	51	52	53
LGR2 antag	-3.5	-2.8	-0.4	2.0	22.0
PAX8 inh HTS	-3.6	18.6	4.1	-16.2	-24.4
PGC1a acetyl inh	0.8	·	-9.4	·	6.8
PglD inh	-0.9	-1.7	-6.4	-1.6	-2.6
FN deposit inh	11.6	·	-3.6	-0.4	-1.1
S100A4 inh HTS	3.0	-19.6	-11.3	7.5	-6.3
EWS-Fli block	9.6	12.1	-3.3	9.6	1.7
ERAP1 HTS inh	3.5	0.1	-0.7	-2.9	·

# Screening data as filed in PubChem.
